NRP1-CendR mod = modulators of CendR peptide binding to NRP-1, primary screen, biochemical, fluorescence polarization, uHTS | inhibition, % at 25 µM | AID 602438, 2012 | 360,000 tested, 0.85% active | FAM-RPARPAR peptide binding to NRP-1 | Neuropilin-1 (Homo sapiens), O14786;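 active = inhibition or corrected inhibition above about 18%, plus a signal ratio from 0.5 to 1.5, limit read from the data, passing the limit was not always enough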; note: strong numbers were not always called active
Target sequence (O14786 whole entry, looked up): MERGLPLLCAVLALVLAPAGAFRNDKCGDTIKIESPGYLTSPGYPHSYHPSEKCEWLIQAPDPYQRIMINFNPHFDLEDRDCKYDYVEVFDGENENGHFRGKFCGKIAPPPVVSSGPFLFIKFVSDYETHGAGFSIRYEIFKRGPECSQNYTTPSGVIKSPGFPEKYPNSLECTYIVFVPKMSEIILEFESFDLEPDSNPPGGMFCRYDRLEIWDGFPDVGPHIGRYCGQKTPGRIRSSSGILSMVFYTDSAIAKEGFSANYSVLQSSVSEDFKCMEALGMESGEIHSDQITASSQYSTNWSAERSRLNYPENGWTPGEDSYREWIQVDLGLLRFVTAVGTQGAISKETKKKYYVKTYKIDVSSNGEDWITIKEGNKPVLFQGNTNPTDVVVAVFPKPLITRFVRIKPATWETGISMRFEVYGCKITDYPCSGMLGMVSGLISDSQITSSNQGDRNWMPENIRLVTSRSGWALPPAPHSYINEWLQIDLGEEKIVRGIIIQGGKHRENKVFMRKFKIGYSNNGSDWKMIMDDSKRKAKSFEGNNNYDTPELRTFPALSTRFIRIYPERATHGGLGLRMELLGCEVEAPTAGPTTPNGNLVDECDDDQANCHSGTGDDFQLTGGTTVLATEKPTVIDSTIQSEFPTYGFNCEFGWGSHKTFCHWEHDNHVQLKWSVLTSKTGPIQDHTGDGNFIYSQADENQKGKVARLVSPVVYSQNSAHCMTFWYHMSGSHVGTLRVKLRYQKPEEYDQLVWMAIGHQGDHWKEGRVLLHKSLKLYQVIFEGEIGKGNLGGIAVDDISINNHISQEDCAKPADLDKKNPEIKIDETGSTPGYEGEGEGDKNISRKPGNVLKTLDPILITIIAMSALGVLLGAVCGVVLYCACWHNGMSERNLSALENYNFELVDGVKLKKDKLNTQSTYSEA
Rin1 Abl inh = inhibitors of Rin1-Abl protein binding, primary screen, biochemical, TR-FRET. Tyrosine-protein kinase ABL1 (Homo sapiens) + Ras and Rab interactor 1 (Homo sapiens), …. 360,000 tested, 0.4% active. inhibition, % at 7.35 µM; in the data active = inhibition above about 5%, passing the limit was not always enough
FAS-TE inh = FAS thioesterase domain inhibitors, primary screen, biochemical, fluorescence intensity, uHTS; inhibition, % at 15 µM; Fatty acid synthase (Homo sapiens), P49327; recombinant FAS-TE, OMFH fluorogenic substrate, fluorescence endpoint; AID 602261, 2012; 360,000 tested, 0.67% active;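 active = compounds whose normalised, plate-corrected inhibition of enzyme fluorescence in the single-dose primary screen is 50% or more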;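 note: 0% = DMSO with enzyme and 100% = substrate without enzyme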
Neddylation inh = inhibitors of cullin neddylation, primary screen, biochemical, TR-FRET, uHTS, NAE and Ubc12. NEDD8-conjugating enzyme Ubc12 (Homo sapiens) + NEDD8-activating enzyme E1 regulatory …. calls only at 25 µM. AID 651699, 2012. 360,000 tested, 0.58% active; in the data active = inhibition above about 36%
MLLE-PAM2 inh = inhibitors of PABP1 MLLE–PAM2 peptide binding, primary screen, biochemical, fluorescence polarization, FITC-PAM2, GST-MLLE; AID 588489, 2011; Polyadenylate-binding protein 1 (Homo sapiens), P11940; 360,000 tested, 0.36% active; inhibition, % at 20 µM; in the data active = inhibition above about 35%, passing the limit was not always enough;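 note: plate controls were DMSO wells with GST-MLLE for no effect and wells lacking GST-MLLE protein for full effect; some results filed as inactive read as strong as hits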
eLon inh = inhibitors of E. coli Lon protease, primary screen, biochemical, fluorescence polarization | P0A9M0 | purified E. coli Lon protease | inhibition, % at 7.94 µM | 360,000 tested, 0.42% active; in the data active = inhibition above about 13%, passing the limit was not always enough;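 note: 0% = enzyme with probe and DMSO and 100% = no enzyme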
bovine MsrA act = bovine MsrA enzyme activators, primary screen, biochemical, absorbance, HTS; Methionine sulfoxide reductase A (Bos taurus); purified bovine MsrA, absorbance read-out; activation, % at 10.6 µM; 360,000 tested, 0.3% active; AID 602163, 2012; in the data active = activation above about 7.5%;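 note: 0% = vehicle and 100% = reference activator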
SKN-1 inh = suppressors of acrylamide-induced Pgst-4::GFP reporter in worms, primary screen, SKN-1 inhibitor project, whole organism, uHTS, GFP/RFP fluorescence ratio, strain VP596. 360,000 tested, 0.49% active. inhibition, % at 21.8 µM. C. elegans VP596 Pgst-4::GFP/RFP ratio, 24 h. AID 624304, 2012;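 active = interference check ratio from 0.5 to 1.5 plus GFP to RFP signal ratio inhibition reaching or exceeding a fixed threshold, cut at about 30% in these data, passing the limit was not always enough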; note: some compounds called inactive have numbers as strong as hits
MT1-MMP act inh = blockers of MT1-MMP proenzyme processing, primary screen, HT1080 RFP-PRO-GFP cells, GFP/RFP fluorescence | Matrix metalloproteinase-14 (Homo sapiens), P50281 | GFP/RFP ratio fluorescence, overnight; percent of plate control window, DMSO zero | GFP/RFP ratio change, % at 20 µM | 360,000 tested, 0.061% active | AID 651647, 2012;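 active = GFP/RFP ratio change of at least 30% with cell ATP level not reduced by more than half and red fluorescence within 50% of control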; note: strong numbers were not always called active
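Material – HT1080 RFP-PRO-GFP cells · Control set – DMSO wells and RFP-L50D-GFP cells · Incubation – overnight cell settling, then overnight compound exposure, 37 °C, 5% CO2 · Compound dosing – single-point 20 µM compound, 1% DMSO · Read-out – GFP/RFP fluorescence ratio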
Starred values were filed as active, the others as inactive; i = inactive; / = no result given.

Letters – A = NRP1-CendR mod; B = Rin1 Abl inh; C = FAS-TE inh; D = Neddylation inh; E = MLLE-PAM2 inh; F = eLon inh; G = bovine MsrA act; H = SKN-1 inh; I = MT1-MMP act inh
> CC(=O)N/C(=C\c1ccccc1)C(=O)OC(C)C(=O)NCc1ccccc1 (configuration not stated)
  A: -1; B: -3; C: -4; D: i; E: -16; F: 4; G: 0; H: 1; I: 3
> COC(=O)c1ccc(/C=N/OCC(=O)NC2CCCCCCC2)cc1
  A: -3; B: 3; C: 10; D: i; E: -7; F: 3; G: -9; H: 2; I: -2
> O=C(CN1C(=O)COc2ccccc21)N1CCc2ccccc2C1
  A: 5; B: 0; C: 1; D: i; E: 6; F: -2; G: -4; H: 0; I: 2
> N#CCC(=O)N/N=C/c1cn(Cc2ccccc2C#N)c2ccccc12
  A: 2; B: 1; C: -5; D: i; E: -119; F: -1; G: -2; H: 7; I: -4
> CCc1ccc(C(=O)CN2C(=O)NC3(CCCCCC3)C2=O)cc1
  A: -1; B: 4; C: 3; D: i; E: -6; F: 1; G: -2; H: 12; I: 5
> COCCCNC(=O)COc1ccc(S(=O)(=O)Nc2ccccc2)cc1
  A: -1; B: 2; C: -7; D: i; E: 1; F: -9; G: -7; H: 3; I: -4
> COc1ccc(OC)c(-n2cnc3cc(C(=O)O)ccc32)c1
  A: 7; B: 2; C: -8; D: i; E: -2; F: -11; G: -4; H: -7; I: 2
> COc1ccc(NC(=O)CCOc2ccccc2C)cc1S(=O)(=O)N1CCCCC1
  A: -4; B: 3; C: 9; D: i; E: -1; F: 0; G: 1; H: 0; I: -8
> O=C(O)c1sc2ncccc2c1OCc1ccccc1
  A: 6; B: 3; C: 2; D: i; E: 7; F: -2; G: -10; H: -8; I: -1
> C=CCn1c(O)c(N=O)c2ccccc21
  A: 1; B: -1; C: -34; D: i; E: -7; F: 4; G: -2; H: -8; I: 1
> O=C(CN1CCN(Cc2ccccc2Cl)C1=O)NC1CCCCCCC1
  A: -1; B: 0; C: 1; D: i; E: -8; F: -5; G: -2; H: -3; I: -7
> CC(C(c1ccc2c(c1)OCO2)c1c(N)n(C)c(=O)n(C)c1=O)[N+](=O)[O-] (configuration not stated)
  A: -1; B: 3; C: -3; D: i; E: 18; F: 4; G: -13; H: 3; I: 2
> COC(=O)CC1COc2ccccc2N1C(=O)c1ccc(Br)cc1 (configuration not stated)
  A: -4; B: -3; C: 5; D: i; E: 1; F: -8; G: -3; H: 0; I: 6
> C[n+]1c(-c2ccccc2)cc2c(=Cc3ccc([N+](=O)[O-])cc3)c3ccccc3n21
  A: -6; B: 7; C: 25; D: i; E: -5; F: 2; G: 20*; H: -7; I: 2
> CCCCCCCNC1=CC(=O)CC(c2ccccc2)C1 (configuration not stated)
  A: 9; B: 0; C: 19; D: i; E: 5; F: -9; G: -1; H: -4; I: -5
> COCCN(CCOC)C(=O)Nc1ccc(Cl)cc1
  A: 3; B: -6; C: -2; D: i; E: 11; F: -12; G: -2; H: -13; I: 2
> CCN(CC(=O)Nc1ccc2c(c1)OCCO2)C(=O)/C=C/c1ccc(F)cc1
  A: -4; B: 3; C: -4; D: i; E: 3; F: -2; G: -2; H: 0; I: 2
> COc1ccc(S(=O)(=O)N2CCCCC2c2cc(C(=O)Nc3ccc(F)c(Cl)c3)no2)cc1 (configuration not stated)
  A: -9; B: -2; C: 22; D: i; E: -5; F: -5; G: -3; H: -4; I: -6
> O=C(NC1CCCCCCC1)c1ccc(Br)cc1
  A: -7; B: 0; C: 0; D: i; E: -9; F: -5; G: -9; H: -18; I: 3
> O=C1c2ccccc2CN1C(CO)Cc1ccccc1 (configuration not stated)
  A: 4; B: -2; C: -6; D: i; E: 7; F: 3; G: -2; H: 7; I: -1
> O=C(COC(=O)c1cc(S(=O)(=O)N2CCCCC2)ccc1N1CCOCC1)c1ccc(Cl)cc1
  A: 9; B: 0; C: 31; D: i; E: 9; F: -8; G: -4; H: 6; I: 8
> O=C(NCc1cccc(C(F)(F)F)c1)c1ccc2sc([C@@H]3O[C@H](CO)[C@@H](O)[C@H]3O)nc2c1
  A: 9; B: 1; C: 0; D: i; E: -14; F: -20; G: -2; H: -1; I: 2
> O=C(c1ccc(Br)o1)N1CCN(Cc2ccccc2Cl)CC1
  A: -5; B: -1; C: -6; D: i; E: 9; F: 4; G: -2; H: 26; I: 0
> CCOc1ccc(NC(=S)Nc2ccc(C)c([N+](=O)[O-])c2)cc1
  A: -12; B: -4; C: 28; D: i; E: 22; F: 5; G: -1; H: -17; I: 3
> O=C(O)c1cccc(N2C(=O)c3cc([N+](=O)[O-])cc4cc([N+](=O)[O-])cc(c34)C2=O)c1
  A: 26*; B: -1; C: -3; D: i; E: -2; F: -4; G: -3; H: -1; I: 42*

Profiles, looked up by structure. Order of values: NRP1-CendR mod | Rin1 Abl inh | FAS-TE inh | Neddylation inh | MLLE-PAM2 inh | eLon inh | bovine MsrA act | SKN-1 inh | MT1-MMP act inh
Shown for `COc1ccc(S(=O)(=O)N2CCCCC2c2cc(C(=O)Nc3ccc(F)c(Cl)c3)no2)cc1` (configuration not stated) → -9 | -2 | 22 | i | -5 | -5 | -3 | -4 | -6
Shown for `COC(=O)CC1COc2ccccc2N1C(=O)c1ccc(Br)cc1` (configuration not stated) → -4 | -3 | 5 | i | 1 | -8 | -3 | 0 | 6

(continued)
Letters – A = NRP1-CendR mod; B = Rin1 Abl inh; C = FAS-TE inh; D = Neddylation inh; E = MLLE-PAM2 inh; F = eLon inh; G = bovine MsrA act; H = SKN-1 inh; I = MT1-MMP act inh
> C#C[C@]1(O)CC[C@H]2[C@@H]3CCc4cc(OC)ccc4[C@H]3CC[C@@]21C
  A: 3; B: 0; C: 6; D: i; E: 3; F: 0; G: -3; H: -8; I: 4
> COc1ccccc1N(C)S(=O)(=O)c1ccc(C(=O)Nc2ccncc2)cc1
  A: 7; B: -2; C: 0; D: i; E: -7; F: 2; G: -2; H: 1; I: -4
> C/C=C/c1cccc(-c2nc(C(=O)N3CCCCC3)cc3c2[C@H](CCO)N(C(=O)NC(C)C)C3)c1
  A: 22*; B: /; C: -8; D: i; E: /; F: 2; G: -2; H: -3; I: 0
> CCOC1=C2[C@@H](CN(S(=O)(=O)c3ccc(C)cc3)[C@H]2c2ccc(Cl)cc2)[C@H]2C(=O)N(c3ccccc3)C(=O)[C@H]2C1
  A: 10; B: 0; C: 62*; D: i; E: 5; F: -3; G: -3; H: 15; I: 6
> O=C(O)c1ccc(CNC(=O)c2ccc(Br)o2)cc1
  A: -12; B: 1; C: -4; D: i; E: 11; F: -2; G: -5; H: -8; I: -1
> O=c1[nH]c2ccc(Cl)cc2c(=O)n1Cc1ccco1
  A: -13; B: -3; C: -9; D: i; E: -56; F: 6; G: -4; H: 1; I: 1
> CCc1ccc(OCC(O)CN2CCN(CCO)CC2)cc1 (configuration not stated)
  A: -18; B: -2; C: -5; D: i; E: -9; F: -4; G: -3; H: -9; I: 2
> CC(=O)N(c1cccc(C)c1)S(=O)(=O)c1ccc(Cl)cc1
  A: -1; B: 1; C: -2; D: i; E: -5; F: 4; G: -4; H: -5; I: 0
> O=C(CCCc1ccccc1)NCc1cccnc1
  A: -8; B: 0; C: -8; D: i; E: 2; F: -8; G: -1; H: -4; I: 4
> Cc1ccc(NC(=O)C2C3/C=C\CCCCC32)cc1 (configuration not stated)
  A: -3; B: -3; C: -5; D: i; E: 8; F: 4; G: 0; H: -1; I: 2
> Cc1nc(N2CCCC2)c2nnn(Cc3ccccc3Cl)c2n1
  A: -6; B: 2; C: 5; D: i; E: -1; F: -2; G: -1; H: 15; I: 4
> CC(C)=CCC[C@H](C)C[C@@H]1Cc2[nH][nH]c(=O)c2[C@@H](c2ccc(F)cc2)O1
  A: 5; B: /; C: -122; D: i; E: /; F: -4; G: -1; H: -1; I: 2
> COc1cc(C2C(C(=O)c3cccs3)=C(O)C(=O)N2CCN2CCOCC2)cc(OC)c1OC (configuration not stated)
  A: 6; B: -3; C: -6; D: i; E: 0; F: -4; G: -3; H: 1; I: -4
> CN1CCc2ccccc2Cc2[nH]c3ccccc3c2CC1
  A: 18; B: 0; C: -5; D: i; E: 5; F: 1; G: -2; H: -11; I: -5
> O=C(c1cccs1)N1CCN=C1SCc1ccccc1
  A: 0; B: -2; C: -2; D: i; E: 27; F: 9; G: -9; H: -9; I: 4
> CC(C)OCCCNC(=O)c1ccncc1
  A: 0; B: -1; C: -12; D: i; E: -2; F: -4; G: 2; H: 2; I: -5
> COc1ccc(Cl)cc1-c1nc(-c2ccc(Br)o2)no1
  A: -5; B: -2; C: -7; D: i; E: 4; F: -4; G: -2; H: 15; I: -2
> CCOc1ccc(-c2c(C(=O)N/N=C(\C)c3ccccc3OC)nnn2-c2nonc2N)cc1
  A: -4; B: 4; C: -4; D: i; E: 15; F: 1; G: -4; H: -20; I: 2
> O=C(CN1C(=O)CCSc2ccc(S(=O)(=O)N3CCCC3)cc21)Nc1ccccc1
  A: -5; B: -1; C: 7; D: i; E: 0; F: 7; G: -3; H: 9; I: 1
> CCOc1ccc(S(=O)(=O)Nc2cccc(C(=O)NCCCN3CCOCC3)c2)cc1
  A: 14; B: 0; C: -4; D: i; E: 0; F: -8; G: -2; H: -3; I: 1
> CS(=O)(=O)N(CC(=O)Nc1ccccc1Sc1ccccc1)C1CCCCC1
  A: 9; B: -2; C: 33; D: i; E: 10; F: 1; G: -2; H: -5; I: -5
> Cc1cccc(-c2nc(CS(=O)CC(=O)NC3CCCC(C)C3C)c(C)o2)c1 (configuration not stated)
  A: 0; B: 1; C: 7; D: i; E: 10; F: -2; G: -1; H: 4; I: -1
> Cc1cc(C(=O)NC(C)C)on1
  A: -1; B: -2; C: -8; D: i; E: -9; F: -9; G: -2; H: 16; I: 0
> COC(=O)[C@H]1[C@@H](C)N(Cc2ccccc2)C(=O)N[C@H]1c1cccc(C(F)(F)F)c1
  A: -3; B: 3; C: -1; D: i; E: 7; F: 4; G: -14; H: -5; I: -1
> CCOc1ccc(N(Cc2ccc(OC)cc2)C(=O)c2ccco2)cc1
  A: 13; B: -3; C: 9; D: i; E: 6; F: 3; G: 0; H: 0; I: 2
> COc1ccccc1Nc1nc(N)nc(CN2CC(C)CC(C)C2)n1 (configuration not stated)
  A: 4; B: -2; C: -7; D: i; E: 1; F: -5; G: 1; H: 8; I: -2
> O=C(COC(=O)CCc1ccc(S(=O)(=O)N2CCCCC2)cc1)Nc1ccc2c(c1)OCO2
  A: 4; B: -4; C: 6; D: i; E: -10; F: -4; G: 2; H: -11; I: -1
